Screening results as filed in PubChem.
yeast rad50: NCI yeast anticancer drug screen, S. cerevisiae rad50 strain; growth inhibition, % at 50 µM; hit rate 10% among 79,000; AID 155;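 note: 0% = growth of vehicle-only cultures of the same strain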
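DNA repair mutant yeast, compound exposure, growth read-out; inhibition is taken relative to vehicle.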
cln2 rad14: NCI yeast anticancer drug screen, S. cerevisiae cln2 rad14 strain; growth inhibition, % at 50 µM; hit rate 8.3% among 78,000;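 note: 0% = growth of vehicle-only cultures of the same strain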
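Compounds are applied to the cln2 rad14 yeast strain, and growth is then compared with that of vehicle-treated cultures to give inhibition.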
mec2-1: NCI yeast anticancer drug screen, S. cerevisiae mec2-1 strain; growth inhibition, % at 50 µM; hit rate 9% among 79,000;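 note: 0% = growth of vehicle-only cultures of the same strain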
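Readout is yeast growth inhibition, normalised to vehicle-treated controls, in the mec2-1 strain exposed to compound.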
yeast mlh1 rad18: NCI yeast anticancer drug screen, S. cerevisiae mlh1 rad18 strain; % growth inhibition at 50 µM; hit rate 11% among 79,000;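 note: 0% = growth of vehicle-only cultures of the same strain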
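In this whole-cell yeast screen, a strain with altered DNA damage repair is challenged with compound, and its growth is measured against matched vehicle-treated controls.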
sgs1 mgt1: NCI yeast anticancer drug screen, S. cerevisiae sgs1 mgt1 strain; % growth inhibition at 50 µM; hit rate 10% among 78,000;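 note: 0% = growth of vehicle-only cultures of the same strain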
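Test agents were incubated with a DNA-repair-mutant yeast strain. Growth was then read and compared against vehicle-treated controls.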
yeast bub3: NCI yeast anticancer drug screen, S. cerevisiae bub3 mutant strain | % growth inhibition at 50 µM | hit rate 9.9% among 78,000;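 note: 0% = growth of vehicle-only cultures of the same strain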
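Compounds were applied to a genetically altered yeast strain carrying a cell-cycle control defect. Growth inhibition was scored against vehicle-treated controls.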
* marks the source's active call; other numbers are inactive results; / = not tested or not shown; & = joins results of further samples. Cut-off read from the data, not from the text of the source: active = growth inhibition above about 70%; inactive = the rest. No enrichment for hits, and some 14% of all compounds hit somewhere here.

1: COC(=O)C12c3ccccc3C(c3ccccc31)c1c(N=O)ccc(NO)c12
2: COC(=O)C(=O)c1c(-c2ccc(O)c(OC)c2)[nH]c2[nH]n(-c3ccccc3)c(=O)c2c1=O
3: CN(C)C(=C1c2cc([N+](=O)[O-])ccc2-c2ccc([N+](=O)[O-])cc21)N(C)C
4: Cc1ccc([N+](=O)[O-])c(N)n1
5: CCc1cccc(C)c1NC(=O)C1=C(C)NC(C)=C(C(=O)Nc2c(C)cccc2CC)C1c1ccc([N+](=O)[O-])cc1
6: NC(=S)Nc1ccccc1-c1ccccc1
7: CC(=O)OC1COC(n2ccc3cc(Br)c([N+](=O)[O-])cc32)C(OC(C)=O)C1OC(C)=O (centres undefined)
8: CCOC(=O)C(NCc1ccccc1)(NC(=O)c1ccccc1)C(F)(F)F (centres undefined)
assay / compound	1	2	3	4	5	6	7	8
yeast rad50	99.2*	24.6	-26.2	3.2	40.8	36.2	69.7	-5.0
cln2 rad14	98.7*	-30.1	-3.7	2.3	18.4	-6.9	5.5	25.6
mec2-1	99.3*	-17.2	-0.7	-5.7	34.2	13.8	4.5	6.0
yeast mlh1 rad18	99.0*	14.5	-13.6	1.3	46.7	33.2	47.9	-53.6
sgs1 mgt1	99.1*	-1.8	1.9	-2.5	42.2	25.0	78.0*	12.8
yeast bub3	99.0*	14.8	-24.6	3.8	36.9	32.5	83.5*	-2.0

9: NC(CC(=O)N/C=N/C(=O)O)C(=O)O (centres undefined)
10: CCCCN(CCCC)CCCCCCNc1cc(OC)cc2cccnc12
11: COc1ccc(/C=N\O[Si](C)(C)C(C)(C)C)cc1O[Si](C)(C)C(C)(C)C
12: CC(=O)OCC(OC(C)=O)C(OC(C)=O)C(OC(C)=O)C(OC(C)=O)C(OCc1ccccc1)OCc1ccccc1 (centres undefined)
13: CN1CCN(CC(=O)Nc2cccc3ccccc23)CC1
14: N#CC(C(=O)CCCC(=O)Nc1cc(Cl)ccc1Cl)c1ccc(Cl)cc1Cl (centres undefined)
15: OC(COc1cccc(C(F)(F)F)c1)CN1CCN(c2cccc(F)c2)CC1 (centres undefined)
16: CCCCOc1ccc(Nc2cc(Cl)ccc2C(=O)O)cn1
assay / compound	9	10	11	12	13	14	15	16
yeast rad50	-5.8	98.2*	31.9	5.2	-9.2	27.1	98.7*	48.1&-29.2
cln2 rad14	4.4	98.1*	5.0	23.6	-21.1	12.2	97.9*	37.7&-12.6
mec2-1	5.5	98.6*	17.2	5.3	18.6	12.0	99.0*	23.7&-14.2
yeast mlh1 rad18	-7.8	98.7*	15.8	9.2	11.4	13.6	99.0*	25.1&-22.6
sgs1 mgt1	-17.2	99.0*	21.9	24.4	-31.2	15.7	99.1*	44.4&-25.6
yeast bub3	6.5	99.0*	-3.2	-5.5	16.9	8.9	98.7*	35.0&-36.1

Along the list, quoted from above.
Entries 7–16 in cln2 rad14 read 5.5, 25.6, 4.4, 98.1*, 5.0, 23.6, -21.1, 12.2, 97.9*, 37.7&-12.6
Entries 7–16 in yeast bub3 read 83.5*, -2.0, 6.5, 99.0*, -3.2, -5.5, 16.9, 8.9, 98.7*, 35.0&-36.1

(further entries)
17: CCOc1ccc(NC(=O)/C=C/c2ccco2)cc1
18: Nc1c(Cl)nc(C(F)(F)F)nc1NCc1ccccc1
19: CC1=CC(=O)C(=Ic2ccccc2)C(=O)O1
20: Oc1ccc(NCc2ccccc2)cc1
21: O=C(O)CCCCCCCCCCC(=O)O
22: Cc1ccc(S(=O)(=O)OC(COC(=O)c2ccc([N+](=O)[O-])cc2)C2OC(C)(C)OC2C(SCc2ccccc2)SCc2ccccc2)cc1 (centres undefined)
23: NC1=Nc2cc(Cl)ccc2Sc2nc3ccccc3n21
24: N#Cc1nn(C(N)=O)c(N)c1C#N
assay / compound	17	18	19	20	21	22	23	24
yeast rad50	-12.0	39.7	11.2	32.9	-18.2	96.8*	-18.4	0.3
cln2 rad14	22.0	-48.1	9.7	-3.1	-6.1	39.2	0.6	29.7
mec2-1	-8.8	8.2	-8.2	8.4	-6.0	86.5*	-65.4	-0.7
yeast mlh1 rad18	3.0	5.3	14.6	16.9	14.8	93.7*	-2.8	39.5
sgs1 mgt1	13.9	1.4	4.6	16.9	1.3	95.5*	-17.6	-3.3
yeast bub3	5.3	23.7	-3.9	21.6	3.3	89.0*	10.9	10.3

25: O=C(Nc1ccc2oc(=O)c(C(=O)O)cc2c1)Oc1ccccc1
26: CC1=C(/C=C/C(C)=C/C=C/C(C)=C/C=O)C(C)(C)CCC1
27: COc1ccc(/C=C(\C#N)c2ccccc2NC(C)=O)cc1
28: O=C(Nc1cccc(F)c1)Sc1ccc(Cl)cc1
29: C1CCC(C(C2CCCCC2)C2CCCCC2)CC1
30: CCOC(=O)/C=C\SCCC(=O)O
31: CN1CCC2c3c([nH]c4ccccc34)C(C)(C)OC2C1 (centres undefined)
32: Cc1[nH]c2ccccc2c1CCc1c[nH]c2ccccc12
assay / compound	25	26	27	28	29	30	31	32
yeast rad50	21.6	41.3	6.9	55.0	-16.9	10.1	-11.9	15.6
cln2 rad14	-9.3	20.1	-42.8	34.0	28.0	25.9	9.2	-63.0
mec2-1	-21.5	17.6	7.4	53.9	-0.7	11.1	-35.9	-23.4
yeast mlh1 rad18	10.4	25.9	19.8	41.0	-11.3	41.9	6.7	1.7
sgs1 mgt1	-2.5	56.3	-3.0	56.1	-8.6	15.8	-33.6	-8.2
yeast bub3	-11.6	36.9	-10.5	56.4	-4.3	27.1	-24.6	-13.1

33: COc1ccccc1NC(=O)Oc1ccc(C#N)cc1
34: O=C1CN(c2ccccc2)CC(=O)N2Cc3ccccc3CN12
35: COc1ccc(/C=C/C=C/C(=O)O)cc1OC
36: CSc1nnc2n1-c1ccccc1SCC2
37: CCOP(=O)(OCC)/C(=C/n1c(=S)[nH]c2ccccc21)C(=O)OC
38: O=S(/N=C/c1ccccc1)c1ccc(Cl)cc1 (centres undefined)
39: O=C(Nc1ccc(C(=O)O)cc1)Nc1cccc(Cl)c1
40: COc1ccc(N=C=Nc2ccc(OC)cc2)cc1
assay / compound	33	34	35	36	37	38	39	40
yeast rad50	7.2	-4.0	-2.8	-38.5	-29.8	-7.6	-6.2	-1.4
cln2 rad14	-1.8	17.1	5.8	-5.0	0.9	13.9	-14.3	9.6
mec2-1	-14.5	1.2	-9.7	-16.7	-55.1	4.5	2.1	-15.0
yeast mlh1 rad18	0.4	14.7	15.1	-25.4	-22.2	13.0	7.4	-13.6
sgs1 mgt1	15.0	9.8	-12.4	-54.0	-10.0	12.4	-9.6	4.2
yeast bub3	9.8	16.7	2.8	-0.3	-0.8	9.4	0.7	-10.2

41: C=C1CC2C=CC1C2 (centres undefined) (tested in a mixture with another compound)
42: CN(C)c1ccc(N=C=Nc2ccc(N(C)C)cc2)cc1
43: Nc1c(O)cc(S(=O)(=O)O)c2ccccc12
44: Cc1ccccc1S(=O)(=O)OC1NS(=O)(=O)c2ccccc21 (centres undefined)
45: COc1cc2c(cc1OC)C(=O)/C(=C/c1cc(OC)c(OC)c(OC)c1)C2
46: CC1OC(C2CC=CCC2)OC1C (centres undefined)
47: CCOCCC(=O)NNc1ccccc1
48: N#C/C(=C/c1ccsc1)C(=O)c1ccccc1
assay / compound	41	42	43	44	45	46	47	48
yeast rad50	-2.2	1.1	37.5	15.8	-33.8	-2.0	26.2	17.3
cln2 rad14	0.2	-16.4	-1.6	-15.6	-38.6	-38.5	56.8	22.8
mec2-1	-8.4	2.6	53.0	-1.0	-35.5	-31.1	6.0	0.1
yeast mlh1 rad18	-1.3	-19.1	30.6	2.9	-69.0	-9.1	58.0	2.9
sgs1 mgt1	-8.2	1.2	-2.9	-36.9	-69.8	-4.8	42.2	-0.8
yeast bub3	25.0	11.8	37.6	-23.3	-12.8	-9.6	42.9	-6.6

49: COc1ccc2c(c1)C(=O)C1CCC(=O)N1C2c1ccc2c(c1)OCO2 (centres undefined)
50: c1ccc(-c2ccc(N=NN3CCCC3)cc2)cc1
51: OCC(c1ccccc1)c1ccccc1
52: C=CCOC(OCC=C)C(C)C
53: O=C1c2cccnc2C(=O)N1CCO
54: CC1CC2OC(/C=C/C=C/C=C/C=C\C=C\C(O)=C3/C(=O)C(C(C)C)N(C)C3=O)C(O)C2O1 (centres undefined)
55: Sc1ccc2ccccc2c1CNCc1ccccc1
56: CC1(C)C/C(=N\O)C(=O)c2ccccc21
assay / compound	49	50	51	52	53	54	55	56
yeast rad50	-9.7	0.8	77.8*	-0.5	4.5	27.2	-12.2	-2.8
cln2 rad14	5.9	6.4	-14.2	-3.4	23.1	10.3	5.2	-10.0
mec2-1	18.3	-5.6	54.5	-12.2	-7.0	5.7	-33.8	-0.8
yeast mlh1 rad18	-0.3	8.1	80.2*	-3.4	2.5	15.2	-3.0	4.2
sgs1 mgt1	10.2	14.3	76.5*	-13.9	-14.7	5.2	-19.0	-7.6
yeast bub3	47.1	-6.2	18.0	-23.4	14.4	19.9	-15.4	-13.6

57: CCCCNC(=O)C1C2CC3OC(=O)C1C3C2 (centres undefined)
58: CC(CN(C)C)C(O)(c1ccccc1)c1ccccc1 (centres undefined)
59: CC1=CCCN(C)C1c1ccccc1 (centres undefined)
60: COC1OC(=O)c2cccc3cccc1c23 (centres undefined)
61: CCC(c1ccc(OC)cc1)C(O)(CC)c1ccc(OC)cc1 (centres undefined)
62: CC1(C)CCC2(CC1)CC[N+](C)(CCC[N+](C)(C)C)CC2
63: Cc1cccc(Nc2ncnc(Cl)c2N)c1
64: C[N+]1(C)N=C([O-])N(c2ccccc2C(F)(F)F)C1=O
assay / compound	57	58	59	60	61	62	63	64
yeast rad50	6.7	11.3	-28.0	-9.3	99.0*	-26.6	-2.4	-1.6
cln2 rad14	-43.5	-3.9	22.1	-7.5	98.0*	-11.8	-62.8	1.7
mec2-1	-3.1	9.4	-22.4	-14.8	98.8*	-8.4	-14.6	4.3
yeast mlh1 rad18	-0.1	-7.7	-15.3	-18.7	98.6*	-11.2	-34.6	-15.1
sgs1 mgt1	-3.1	1.2	-20.2	-8.2	98.4*	-10.8	-5.3	-7.6
yeast bub3	-2.3	22.7	-6.9	-2.4	98.9*	8.7	-14.2	5.5

65: CC1=NN(c2ccccc2)C(=O)C1C(=O)c1ccccc1 (centres undefined)
66: O=C1Nc2noc(=O)nc2NO1
67: O=C(Nc1ccccc1C(=O)OCc1ccc([N+](=O)[O-])cc1)OCc1ccccc1
68: CC(=O)c1ccc2ccccc2c1
69: O=C1CCSSCCC(=O)NCCCN1
70: CCCCCCCCCCCCCCCCOc1ccc(C(=O)O)cc1
71: O=C(Nc1ccccc1O)C(O)C(O)C(O)C(O)CO (centres undefined)
assay / compound	65	66	67	68	69	70	71
yeast rad50	22.2	13.1	42.4	24.4	1.0	1.4	35.0
cln2 rad14	/	-2.5	8.5	2.8	15.2	8.3	23.2
mec2-1	-3.6	4.8	5.5	7.8	-5.3	0.8	30.7
yeast mlh1 rad18	14.0	-18.5	5.0	16.2	-6.3	-16.0	58.8
sgs1 mgt1	/	-0.3	17.7	4.3	-24.4	5.3	38.8
yeast bub3	/	-22.4	-3.3	-0.1	-24.1	3.0	52.1

Looked up by structure from above:
67: O=C(Nc1ccccc1C(=O)OCc1ccc([N+](=O)[O-])cc1)OCc1ccccc1
71: O=C(Nc1ccccc1O)C(O)C(O)C(O)C(O)CO (centres undefined)
assay / compound	67	71
yeast rad50	42.4	35.0
cln2 rad14	8.5	23.2
mec2-1	5.5	30.7
yeast mlh1 rad18	5.0	58.8
sgs1 mgt1	17.7	38.8
yeast bub3	-3.3	52.1
